Growth percent in the NCI-60 one-dose screen (48 h, 10 µM unless noted): 100 = growth as untreated, 0 = no growth, -100 = all killed.
EKVX: EKVX NSCLC. 71,000 tested, 3% active. AID 1794765
UACC-62: UACC-62 melanoma; 81,000 tested, 5.4% active; AID 1794756
A549/ATCC: A549/ATCC NSCLC | 81,000 tested, 3.7% active
CCRF-CEM: CCRF-CEM leukemia; AID 1794778; 77,000 tested, 7% active
M14: M14 melanoma | 80,000 tested, 6.2% active | AID 1794745
HOP-62: HOP-62 NSCLC; 80,000 tested, 3.9% active; AID 1794735
HOP-92: HOP-92 NSCLC cells; AID 1794738; 71,000 tested, 6.3% active
RPMI-8226: RPMI-8226 leukemia cells. 77,000 tested, 7.5% active. AID 1794781
An asterisk follows results filed as active; . = no result given; & = joins results of further samples. Rule for the calls: active = growth percent below 10; inactive = the rest.

#1 CC(=O)c1cc(C)ccc1O
#2 O=C(O)c1cccc(C(F)(F)F)c1
#3 COc1ccc(NC(=O)COc2ccccc2)c(C(N)=O)c1
#4 CC(=O)OC1=C2C(CC3C4CC=C5CC(OC(C)=O)CCC5(C)C4CCC23C)C2C(=O)N(Cc3ccccc3)C(=O)C2C1 (configuration not stated)
#5 CC1(C)CC[C@]2(C(=O)N3CCNCC3)CC[C@]3(C)C(=CC[C@@H]4[C@@]5(C)Cc6c([nH]c7ccccc67)C(C)(C)[C@@H]5CC[C@]43C)[C@@H]2C1
#6 CC(=O)Nc1cccc(Nc2nc(NCc3ccccc3)c3ccccc3n2)c1
#7 CCN(CC)CCNc1ccnc2cc3ccccc3cc12
#8 COc1cc(/C=C/C(=O)c2ccc(NC(=O)CSc3nc4[nH]c(=O)n(C)c(=O)c4[nH]3)cc2)cc(OC)c1OC
screen / no.	1	2	3	4	5	6	7	8
EKVX	98.0	114.8	.	.	89.9	-97.6*	.	93.5
UACC-62	.	106.3	43.0	55.0	94.8	-97.8*	85.7	94.8
A549/ATCC	89.3	94.6	24.8	59.8	83.5	-69.0*	86.9	95.1
CCRF-CEM	103.2	106.1	6.0*	.	104.0	-13.8*	76.2	81.3
M14	100.8	98.7	3.5*	93.5	100.0	-86.5*	90.7	98.8
HOP-62	96.5	97.7	20.3	96.1	96.7	-90.8*	90.2	81.3
HOP-92	101.0	.	.	48.9	72.2	-83.5*	53.4	89.2
RPMI-8226	108.4	108.1	11.9	19.4	94.5	-38.3*	55.4	91.1

#9 CCCCCCSC(=S)NC1c2ccccc2Oc2ccccc21
#10 NS(=O)(=O)c1ccc(CCN2C(=O)c3ccc(C(=O)O)cc3C2=O)cc1
#11 CCOC(=O)c1ccccc1SC(C[N+](=O)[O-])c1ccccc1 (configuration not stated)
#12 FC(F)(F)c1nc2nccnc2[nH]1
#13 CC1=C2[C@@H](CC1)[C@]1(C)O[C@@](C(C)C)(C[C@H]1O)[C@H]2OC(=O)CCCc1ccccc1
#14 CCCCc1c(CCC)c(=N)c2ccccc2n1C
#15 CN1CCN(c2ncccc2CNC(=O)[C@@H]2CCCN3CCCC[C@H]23)CC1
#16 CC(C)(C)c1ccc(S(=O)(=O)Oc2ccc(NC(=O)C3CCCCC3)cc2)cc1
screen / no.	9	10	11	12	13	14	15	16
EKVX	95.6	97.7	.	126.5	89.2	.	101.5	23.8
UACC-62	100.4	94.3	97.8	114.3	50.1	97.9	95.1	31.1
A549/ATCC	99.4	99.2	78.7	96.3	60.2	69.8	106.2	41.5
CCRF-CEM	83.6	104.7	65.5	101.5	46.2	49.8	112.4	.
M14	99.6	101.6	68.9	118.2	79.9	55.3	104.0	60.1
HOP-62	111.7	103.5	118.0	96.6	77.6	78.0	93.9	88.7
HOP-92	78.1	82.6	90.5	124.4	53.4	48.2	64.1	39.6
RPMI-8226	100.9	102.8	-41.5*	113.8	21.8	29.9	89.9	13.6

#17 Nc1nc(N)c(C=Nc2ccc(Br)cc2)c(Nc2ccc(Br)cc2)n1
#18 O=C1CSC(c2ccccc2O)N1c1nnc(Cn2cnnc2)o1 (configuration not stated)
#19 Cc1ccc(N/C=C/C(=O)c2sc3nc4ccccc4n3c2C)cc1S(N)(=O)=O
#20 S=C1NC=C(n2nc(-c3ccccc3)nc2-c2ccccc2)C(c2ccc(Cl)cc2)N1 (configuration not stated)
#21 COc1ccc(-c2nc3sccn3c2-c2nc3ccc(F)cc3[nH]2)cc1
#22 COc1cc(/C=C2\COc3ccc(-c4ccccc4)cc3C2=O)cc(OC)c1
#23 c1ccc(C(=C2CCCO2)c2ccccc2)cc1
#24 CN(C(=S)S(=O)(=O)C12CC3CC(CC(C3)C1)C2)c1ccccc1
screen / no.	17	18	19	20	21	22	23	24
EKVX	86.4	81.8	103.1	.	101.6	102.0	120.2	103.8
UACC-62	87.0	90.8	98.4	109.6	99.3	75.9	101.6	91.8
A549/ATCC	77.2	97.7	92.4	106.6	99.8	72.0	113.9	95.1
CCRF-CEM	81.1	23.0	102.2	103.0	93.5	20.3	89.7	15.9
M14	97.2	69.0	106.9	105.4	107.7	91.9	106.8	107.4
HOP-62	98.9	78.7	94.7	109.7	111.5	112.6	99.6	116.4
HOP-92	.	53.9	108.9	82.9	90.4	70.3	83.0	71.2
RPMI-8226	112.8	71.1	.	100.2	97.5	3.4*	87.4	83.9

#25 COc1cc(CNC(=O)/C=C/C=C/c2ccc3c(c2)OCO3)ccc1OCc1cn(-c2ccc(C#N)cc2)nn1
#26 O=C(Nc1cccc(Br)c1)c1cc(=O)[nH]c2ccccc12
#27 CC1CN=C(c2ccc(NC(=O)c3ccc(C(=O)Nc4ccc(C5=NCC(C)N5)cc4)c(N)c3)cc2)N1 (configuration not stated)
#28 COc1ccc(C(=O)N2C=Cc3ccccc3C2C#N)cc1 (configuration not stated)
#29 Cn1c(-c2ccccc2)cc(=O)n1-c1ccccc1
#30 COc1cc(/C=C/C(=O)c2ccc(OC(C)=O)c(OC)c2)ccc1OC(C)=O
#31 COc1cc2nc(N(C)CCCNC(=O)C3CCCO3)nc(N)c2cc1OC (configuration not stated)
#32 O=C(Nc1ccc(Br)cc1)Nc1cccc(Br)c1
screen / no.	25	26	27	28	29	30	31	32
EKVX	96.9	87.1	84.9	99.4	93.7	108.0	102.8	41.0
UACC-62	81.9	80.9	85.0	92.5	102.8	74.8	106.0	5.8*
A549/ATCC	92.1	94.1	104.9	101.3	101.8	73.6	87.9	32.1
CCRF-CEM	97.1	84.9	40.1	92.7	91.1	55.3	95.8	15.6
M14	100.1	103.7	97.4	115.6	110.2	90.1	97.3	24.1
HOP-62	98.7	64.3	129.4	89.4	108.2	96.0	102.3	56.6
HOP-92	92.7	.	103.1	102.4	.	104.5	.	.
RPMI-8226	93.5	80.2	102.1	94.9	96.5	63.3	103.5	9.0*

#33 CCN(CC)Cc1nc2ccccc2c(=O)n1/N=C/c1ccc(Cl)cc1
#34 O=C(CCCOc1ccc(Cl)cc1Cl)NC(Cc1ccccc1)C(=O)O (configuration not stated)
#35 O=C1/C(=C/c2ccc([N+](=O)[O-])cc2)COc2ccc(O)cc21
#36 Cn1ccnc1C(=O)/C=C/c1ccc(CC(=O)Nc2cc(C(F)(F)F)cc(C(F)(F)F)c2)cc1
#37 CC(C)CCn1nc(C(=O)N(C)Cc2ccccc2)c2c1CCN(Cc1ccc(F)cc1)C2
#38 COCCNC(=O)Nc1ccc2nc(-c3cccs3)c(-c3cccs3)nc2c1
#39 CN1c2ccccc2C(=O)N(NC(=O)Nc2ccc(F)cc2)C1c1ccc(F)cc1 (configuration not stated)
#40 Cc1nccc2c3ccc(OCc4cn(-c5ccc(Cl)cc5)nn4)cc3n(CCCc3ccccc3)c12
screen / no.	33	34	35	36	37	38	39	40
EKVX	105.6	121.1	92.3	89.8	101.0	87.9	83.6	66.3
UACC-62	97.4	92.9	76.3	67.5	81.4	85.1	61.9	-62.0*
A549/ATCC	102.2	108.8	97.1	60.1	97.9	87.5	100.5	4.8*
CCRF-CEM	107.9	95.7	4.0*	47.5	97.1	96.8	92.6	2.4*
M14	103.8	105.8	88.2	80.5	95.5	102.9	76.8	-73.2*
HOP-62	98.7	100.6	103.6	85.9	116.3	101.1	86.7	6.5*
HOP-92	101.3	.	110.0	87.0	106.1	80.8	100.6	26.6
RPMI-8226	103.4	.	-16.4*	55.0	91.7	92.1	66.9	7.6*

Continued, starting with the last 3 of the part before.
#38 COCCNC(=O)Nc1ccc2nc(-c3cccs3)c(-c3cccs3)nc2c1
#39 CN1c2ccccc2C(=O)N(NC(=O)Nc2ccc(F)cc2)C1c1ccc(F)cc1 (configuration not stated)
#40 Cc1nccc2c3ccc(OCc4cn(-c5ccc(Cl)cc5)nn4)cc3n(CCCc3ccccc3)c12
#41 N#CCC(=O)c1ccc(N)cc1
#42 c1ccc(-n2ncc3cccnc32)cc1
#43 CCOC(=O)C1CCc2c(ccc3ccccc23)N1CCC#N (configuration not stated)
#44 NC(=O)c1ccc(=O)n(C2OC(CO)C(O)C2O)c1 (configuration not stated)
#45 O=C(Nc1ccc(-n2cc(-c3ccncc3)c(-c3ccc(Cl)c(O)c3)n2)cc1)c1cc(Cl)cc(Cl)c1
#46 CC(=O)NS(=O)(=O)c1ccc(NC(=O)c2ccccc2C(=O)O)cc1
#47 COc1ccc(Nc2nc(/N=C/c3cc(OC)c(OC)c(OC)c3)n[nH]2)cc1
#48 COc1nc(OC)nc(-c2cnc3cc(OC)c(OC)cc3c2)n1
screen / no.	38	39	40	41	42	43	44	45	46	47	48
EKVX	87.9	83.6	66.3	96.8	88.1	92.8	104.9	75.7	121.4&110.9	92.5	112.4
UACC-62	85.1	61.9	-62.0*	101.4	91.3	91.0	99.2	39.2	99.0&121.3&89.9	89.8	101.4
A549/ATCC	87.5	100.5	4.8*	108.4	93.9	104.4	91.3	41.4	100.0&101.2	103.8	102.0
CCRF-CEM	96.8	92.6	2.4*	.	97.3	89.2	100.1	.	95.9&64.3	96.9	107.9
M14	102.9	76.8	-73.2*	109.5	98.4	93.3	108.4	-49.1*	101.2&102.3	96.7	108.5
HOP-62	101.1	86.7	6.5*	110.4	83.2	100.5	102.3	22.2	93.6&104.9&94.3	103.8	104.4
HOP-92	80.8	100.6	26.6	96.9	.	.	88.8	.	85.6&109.2	100.0	88.8
RPMI-8226	92.1	66.9	7.6*	96.0	90.7	104.2	.	.	115.1&94.2&80.2	98.9	101.2

#49 O=C(NO)[C@H]1O[C@@H](n2cnc3c(=O)[nH]cnc32)[C@H](O)[C@@H]1O
#50 COC(=O)C1CC(c2ccccc2)N(c2ccccc2)O1 (configuration not stated)
#51 Cc1nc(/N=C(\N)NC(=O)Nc2cccc(Cl)c2)sc1C
#52 CN1CC(c2ccc(Br)cc2)C(C(=O)c2ccc(O)cc2)C12C(=O)c1ccccc1C2=O (configuration not stated)
#53 O=C1NC(c2cccc([N+](=O)[O-])c2)c2sc3c(F)cccc3c2C1N1CCOCC1 (configuration not stated)
#54 CCOC(=O)CC(=O)c1cc(OC)c(OC)c(OC)c1
#55 Cc1cc(-c2ccc(N=Nc3cc(S(=O)(=O)O)c4ccccc4c3N)c(C)c2)ccc1N=Nc1cc(S(=O)(=O)O)c2ccccc2c1N
#56 OCC1OC(Oc2c(Br)cc(Br)cc2Br)C(O)C(O)C1O (configuration not stated)
screen / no.	49	50	51	52	53	54	55	56
EKVX	101.9	.	68.3	94.4	97.1	96.5	97.3	99.6
UACC-62	98.3	105.5	60.5	100.3	96.5	101.8	100.7	102.6
A549/ATCC	109.2	98.1	70.1	111.6	100.8	102.0	.	104.4
CCRF-CEM	107.9	106.8	68.4	102.1	100.8	97.4	90.3	102.7
M14	107.1	107.3	50.5	103.3	101.2	94.7	99.0	106.5
HOP-62	105.8	97.4	71.0	99.0	87.3	101.1	96.3	104.4
HOP-92	138.4	88.9	89.5	89.0	86.7	84.7	84.1	.
RPMI-8226	.	98.2	77.0	99.9	85.6	99.0	105.0	106.7

#57 CCOC(=O)c1nnsc1C(OC)Oc1ccccc1 (configuration not stated)
#58 O=C(CSc1nc2ccccc2c(=O)n1-c1ccc(Cl)cc1)Nc1ccc(S(=O)(=O)Nc2nccs2)cc1
#59 O=C(CSc1nnc(-c2ccc(NC(=O)c3cccnc3)cc2)o1)N[C@@H](Cc1ccc(O)cc1)C(=O)O
#60 O=C1C(=O)N(CCO)c2ccc(F)cc21
#61 Cc1cc(=O)c2c(=O)[nH][nH]c2[nH]1
#62 O=C1CC(c2ccsc2)C2=C(O1)C(=O)c1ccccc1C2=O (configuration not stated)
#63 Nc1ccc(N)c(N)c1
#64 N#CCCCOc1ccccc1
screen / no.	57	58	59	60	61	62	63	64
EKVX	105.7	95.3	109.7	.	104.3	98.4	103.9	103.4
UACC-62	94.5	91.4	92.8	98.6	110.3	97.8	101.0	108.7
A549/ATCC	103.3	100.2	103.7	98.4	98.5	96.1	.	110.7
CCRF-CEM	105.2	107.9	96.6	105.2	101.6	111.4	106.5	94.5
M14	95.3	92.2	100.4	88.7	122.6	104.0	106.6	.
HOP-62	95.6	100.1	98.0	100.0	102.7	90.7	105.4	102.6
HOP-92	74.3	85.7	96.3	98.9	.	102.9	86.7	102.0
RPMI-8226	99.4	111.0	.	106.3	110.0	107.3	104.3	100.8

#65 COc1ccc(NC(c2ccc(C(F)(F)F)cc2)c2c(C)[nH]c3ccccc23)cc1 (configuration not stated)
#66 COc1ccc(-c2cc(-c3ccc(Cl)cc3)nc(SCCCCCCC(=O)NO)n2)cc1
#67 CN(C)c1ccc(C2(c3ccc(N(C)C)cc3)OC(=O)c3ccccc32)cc1
#68 CCCC(=O)NNc1[nH]c(-c2ccc(OC)cc2)cc1C(=O)OCC
#69 CCCc1nnc(NS(=O)(=O)c2ccc(C)cc2)o1
#70 Cc1ccc2nc(/C(C#N)=C(/CCCO)NCCC(=O)O)[nH]c(=O)c2c1
#71 Nc1ncnc2c1c(-c1ccccc1)nn2Cc1cccc(B(O)O)c1
#72 C=CCn1c(SCC(=O)Nc2cccc(C(=O)/C=C/c3ccc(C)cc3C)c2)nc2ccccc2c1=O
#73 Cc1cn(Cc2ccc3ccccc3c2)c(=S)n1Cc1ccc2ccccc2c1
screen / no.	65	66	67	68	69	70	71	72	73
EKVX	.	44.2	.	107.5	118.5	117.0	95.2	89.7	83.9
UACC-62	93.1	14.9	99.0	99.6	100.3	101.9	.	84.6	95.1
A549/ATCC	102.2	13.0	96.4	109.5	100.9	102.1	77.7	83.5	93.0
CCRF-CEM	71.9	3.4*	100.3	5.9*	101.2	60.4	97.7	105.9	88.9
M14	93.9	22.3	100.0	.	105.7	109.0	95.4	89.6	98.9
HOP-62	106.2	7.6*	93.1	.	104.2	99.0	76.6	110.2	91.8
HOP-92	.	23.7	87.9	72.9	98.2	101.9	45.3	79.2	94.9
RPMI-8226	92.1	26.5	105.3	98.4	.	66.8	86.7	67.0	93.8

Assay outcomes (PubChem)
